From PubChem BioAssay
Shn3 3UTR inh – reduction of Shn3 3'UTR firefly luciferase signal, primary screen, Schnurri-3 inhibitor project, cell-based, Clone20 osteoblasts, set 2 | Clone20 osteoblast Shn3 3'UTR firefly luciferase, 24 h | inhibition, % at 12.5 µM | 0.52% of 360,000 active;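 active means mean inhibition of at least 75% with every replicate also reaching 75%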;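 further: 0% = median of neutral control wells and 100% = pilot-screen positive control compound; some compounds past the cut are filed as inactive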
KKLEB tox – cytotoxicity in KKLEB CF airway cells, primary screen, cytotoxicity control for CF NF-kB inhibitor project, cell-based, uHTS, fluorescence assay plates; KKLEB CF airway cells viability, ATPlite luminescence, overnight; hits give low values; cells stimulated with P. aeruginosa culture filtrate; activity change (cytotoxicity), % at 5 µM; 0.36% of 360,000 active; AID 602141, 2011;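 active means corrected activity change at or below -50% at 5 µM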
Peg3 promoter – Peg3 promoter-driven luciferase inhibitors, primary screen, cell-based, HeLa, luciferase luminescence; HeLa PEG-Prom luciferase reporter, overnight; inhibition, % at 20 µM; 1.7% of 360,000 active; AID 588405, 2011;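 active means inhibition of at least 50% at 20 µM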
NR2E3 ag-1 – NR2E3 agonists in two-hybrid cells, primary screen, cell-based, luminescence, CHO-S, Gal4-NCOR/VP16-NR2E3; luciferase; inhibition of corepressor binding, % at 3.98 µM; 0.35% of 360,000 active; AID 602229, 2012;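 active means inhibition above the mean of all tested compounds plus 3 SD, cut at about 70% in these data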;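 further: 0% = DMSO with NR2E3 transfected cells and 100% = cells lacking NR2E3 construct; higher means lower luciferase signal from less NR2E3 corepressor binding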
Target sequence (Q9Y5X4 whole entry, looked up, the tested form may be a part): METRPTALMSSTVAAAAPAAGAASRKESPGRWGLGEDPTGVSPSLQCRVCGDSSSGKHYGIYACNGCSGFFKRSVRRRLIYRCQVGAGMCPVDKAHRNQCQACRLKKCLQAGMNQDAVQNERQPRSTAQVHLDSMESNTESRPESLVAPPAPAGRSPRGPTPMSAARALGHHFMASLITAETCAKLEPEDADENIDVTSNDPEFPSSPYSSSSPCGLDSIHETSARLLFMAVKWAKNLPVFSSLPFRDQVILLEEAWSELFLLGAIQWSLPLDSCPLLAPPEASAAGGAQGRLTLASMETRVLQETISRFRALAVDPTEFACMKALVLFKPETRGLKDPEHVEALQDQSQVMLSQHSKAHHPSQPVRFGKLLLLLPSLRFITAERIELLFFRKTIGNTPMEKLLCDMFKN
hiPSC survival – enhancers of single-cell hiPSC survival, primary screen, ATPlite luminescence; 100% = ROCK inhibitor wells, 0% = DMSO; survival enhancement, % at 20 µM; 0.044% of 360,000 active; AID 602274, 2012; in the data active means survival enhancement above about 18%;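 further: cells exposed to compounds for 16 hours before the ATP read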
EBV LMP1 NFkB – EBV LMP1-driven NF-kappaB luciferase reporter inhibitors, primary screen, cell-based, luminescence, single point. AID 504558, 2011. inhibition, % at 12.5 µM. 0.69% of 350,000 active. LMP1-induced NF-kappaB luciferase reporter cells; in the data active means inhibition above about 41%;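 further: 0% = neutral control wells and 100% = reference inhibitor control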
MITF TRPM1 inh – inhibitors of MITF-dependent TRPM1 promoter reporter, primary screen, cell-based, SK-MEL-5, single point, luciferase | 0.83% of 330,000 active | inhibition, % at 12.5 µM | SK-MEL-5 TRPM1 promoter luciferase, 24 h;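 active means mean inhibition across replicates of 60% or more, whatever share of single replicates reaches that level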; further: values of inactives mirror those of a sister screen read the other way
HIF-2a block – HIF-2a reporter inhibitors, primary screen, luminescence, 786-0 RCC cells; 786-0 RCC cells HIF-2a reporter, luciferase luminescence, overnight; inhibition, % at 18.8 µM; 0.72% of 360,000 active;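 active means inhibition of the luminescence signal of 40% or more relative to plate controls, in a single-dose primary screen at 18.75 µM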
NR2E3 ag-2 – inhibitors of NR2E3-RetCOR corepressor binding, primary screen, NR2E3 agonist project, biochemical, TR-FRET, GST-NR2E3, biotin-RetCOR; inhibition of corepressor binding, % at 4.78 µM; 1536-well; 0.12% of 320,000 active; AID 2300, 2010; Photoreceptor-specific nuclear receptor (Homo sapiens), Q9Y5X4;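 active means percent inhibition above the cutoff of mean plus 3 SD of all tested compounds, set per screening campaign, cut at about 20% in these data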;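 further: 0% = DMSO wells and 100% = biotin wells as full block of FRET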
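Test system – NR2E3–RetCOR corepressor complex · Quantity – NR2E3 fusion 1.35 nM · Buffer or medium – Tris pH 7.5 · Incubation – Compound–protein incubation for 5 h at 4 °C · Technique – TR-FRET, Eu(K)-anti-GST donor, streptavidin-D2 acceptor, ex 340, em 617/671 nm · Evaluation – percent inhibition of 671/617 nm emission ratio versus biotin and DMSO controls · Plate – 1536-well format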
C8 TRAIL sens – viability loss with TRAIL in NB7+C8 cells, primary screen, TRAIL sensitizer project, cell-based, ATPlite luminescence; inhibition (viability loss, TRAIL sensitization), % at 10 µM; 1% of 360,000 active; AID 624354, 2012;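 active means compounds causing at least 50% loss of cell viability in the single-dose screen, relative to plate controls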
CF NFkB inh – inhibitors of PAF-induced NF-kB signaling, primary screen, cell-based, GFP fluorescence, uHTS. inhibition, % at 5 µM. 0.86% of 360,000 active. KKLEB NF-kB-GFP reporter, GFP fluorescence overnight. AID 588850, 2011;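 active means at least 50% inhibition at 5 µM, scaled per plate between neutral and stimulator controls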;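 further: PAF is a Pseudomonas aeruginosa culture filtrate used as stimulus; plate controls were PAF-stimulated DMSO wells for no effect and unstimulated DMSO wells for full effect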
Numbers without * were called inactive; . = no result given.

Values run as follows: Shn3 3UTR inh	MITF TRPM1 inh	NR2E3 ag-2	HIF-2a block	KKLEB tox	EBV LMP1 NFkB	C8 TRAIL sens	CF NFkB inh	hiPSC survival	Peg3 promoter	NR2E3 ag-1
#1 CCOC(=O)C1=CCN(S(=O)(=O)c2ccccc2Cl)C1c1ccc(Cl)c(Cl)c1 (configuration not stated)
→ 5	.	.	24	-18	.	16	23	-0.7	28	-24
#2 CCOc1ccc(NC(=O)c2ccc(N)cc2)cc1
→ -16	12	5	-1	12	-3	46	-23	-3.1	-163	-61
#3 Cc1c(C(=O)O)cccc1-c1ccc(/C=N/Nc2ccc(Br)cc2)o1
→ 1	-16	-3	-165	3	-17	-5	2	-0.5	-204	-64
#4 O=C(COc1ccccc1[N+](=O)[O-])NCc1cccnc1
→ 19	14	4	5	10	-3	-12	-36	1.8	0	-18
#5 COc1ccc(CNC(=O)C2COc3ccccc3O2)c(OC)c1 (configuration not stated)
→ -18	-39	5	-128	4	-1	-12	-1	5.6	-44	-1
#6 Cn1c(SCc2nc3ccccc3[nH]2)nnc1-c1cccs1
→ 4	3	-1	-38	4	2	-11	-16	-1.9	-3	-4
#7 COc1ccc(Cl)cc1NC(=O)c1cnccn1
→ -13	12	1	11	-2	4	-6	-7	-0.6	18	12
#8 CCc1nc(SCC(=O)NNC(=O)c2ccc(C)cc2)c2ccccc2n1
→ -2	.	6	25	-9	-1	1	20	-0.3	1	5
#9 CCOC(=O)C1CCCN(C(=O)C2CC(=O)N(c3ccc(C)cc3)C2)C1 (configuration not stated)
→ -4	-4	2	0	2	-4	-2	23	1.7	26	-5
#10 COc1ccc(/C=C/C(=O)OC(C)CN2CCCCC2)cc1 (configuration not stated)
→ 6	18	-3	16	-2	-2	9	-5	-0.1	10	-32
#11 COc1cc([N+](=O)[O-])cc(/C=N/NC(=O)c2cc(C)nc3ccccc23)c1O
→ -5	-6	-2	12	-4	5	-8	-3	0.2	8	-17
#12 Nc1nnc(SCC(=O)OCC(=O)Nc2ccc(Br)cc2)s1
→ -21	11	0	15	8	-2	-5	-7	-0.7	7	-2
#13 Cc1ccc(NC(=O)c2ccccc2)cc1C
→ -25	-19	3	-148	-16	-7	0	-6	0.8	-145	-18
#14 Cc1c(Cl)cnc(NC(=O)CSc2n[nH]c(N)n2)c1Cl
→ -6	-15	3	3	15	-3	-5	-9	-0.4	-11	-10
#15 O=C(NC1CCCCCC1)c1ccc(N2CCCC2=O)cc1
→ -69	-48	-1	-121	0	-10	6	0	-3.6	-165	-101
#16 CCCc1ccc(OCc2nc(-c3ccc(NC(=O)c4cccs4)cc3)no2)cc1
→ -33	-86	0	-206	-3	-22	8	-5	-2.6	-163	-52
#17 Cc1c(NS(=O)(=O)c2ccc3nc(COc4ccccc4Cl)[nH]c3c2)c(=O)n(-c2ccccc2)n1C
→ -13	5	0	-19	23	-13	-3	-27	1.8	-4	-3
#18 COc1ccc(NC(=O)c2oc3ccc(S(=O)(=O)N4CCOCC4)cc3c2C)cc1
→ 2	16	-1	19	-36	-10	-7	7	0.8	50	-17
#19 CC(C)CC(=O)Nc1ccc(C(=O)NNC(=O)C(c2ccccc2)c2ccccc2)cc1
→ -4	-11	1	8	7	7	-10	-8	6.6	12	12
#20 Cc1ccccc1C(=O)Oc1ccc(Br)cc1C(=S)N1CCCC1
→ 28	19	-1	11	13	7	5	7	3.1	39	-13
#21 CCOc1ccc(NC(=O)C/C(C)=N/NC(=O)c2cnccn2)cc1
→ 9	7	.	-2	-1	3	-15	-1	-0.4	0	-31
#22 COc1cc(C(=O)NC(C)c2ccc3ccccc3c2)cc(Cl)c1O (configuration not stated)
→ 2	12	1	13	2	-3	3	18	-0.5	15	-1
#23 C[C@@H]1COC(=O)[C@@H](Cc2ccc(F)cc2)C/C=C\C[C@@H](CC(=O)N(CCO)Cc2ccccc2)C(=O)N1
→ 27	3	.	20	16	-1	-16	-21	-1.4	1	-43
#24 O=c1c(Oc2ccccc2)coc2cc(O)cc(O)c12
→ -13	.	-1	17	-3	-16	-5	1	-0.1	-19	-18
#25 O=C(CSc1nc(-c2cccs2)cc(C(F)(F)F)n1)NCc1ccco1
→ -4	7	3	6	-2	-2	1	-21	-1.0	26	-15
#26 COC(=O)c1c(C)cc(O)c(C=O)c1O
→ -6	.	7	6	5	-3	6	-14	-1.0	4	-5
#27 Cc1nc(CSc2nnc(Nc3cccc(C)c3C)s2)cs1
→ -14	1	0	-10	-1	-9	-5	7	-2.0	-9	-13
#28 COc1cccc(/C=C/C(=C2/C(=O)N(c3ccccc3)N=C2C)c2ccc(C)cc2)c1OC
→ 22	7	-2	16	6	-2	0	-3	-2.4	15	0
#29 CC(=O)N1CCSc2ccc(S(=O)(=O)Nc3cccc(C)c3)cc21
→ 51	28	0	17	1	11	-6	0	0.3	9	18
#30 Cc1ccc(-c2c(C#N)c(N)nc3c2CCCC3)o1
→ -16	14	4	11	6	-9	-6	12	-0.2	14	8
#31 COc1cccc(NC(=O)C(=O)N/N=C(\C)CC(=O)Nc2ccc(NC(C)=O)cc2)c1
→ -116	-77	-1	-204	-1	-15	18	-4	-0.3	-171	-79
#32 Cc1ccc(NC(=O)CSc2nnc(-c3ccccn3)n2N)c(Br)c1
→ .	.	2	1	-7	.	12	-8	1.2	-4	-14
#33 COc1ccc(C(=O)NCCCN2CCOCC2)cc1Br
→ 13	6	0	9	-2	-4	4	0	0.3	6	13
#34 CSc1ccc(/C=N\NC(=O)COc2ccc(Cl)cc2Br)cc1
→ -17	-7	0	-15	14	0	-7	6	2.8	-14	9
#35 CC(=O)NCCC(=O)N1CCCC(N2CCN(c3cccc(Cl)c3)CC2)C1 (configuration not stated)
→ -17	-20	2	-60	3	9	-4	-10	0.0	-33	-9
#36 Nc1nnnn1/N=C/c1ccc(Cl)cc1
→ 5	-2	0	-27	3	-6	0	-13	-0.4	-40	-3
#37 Cc1cc(C)nc(Nc2ccccc2F)n1
→ 0	-16	2	11	-10	-9	-7	27	0.8	2	7
#38 COc1cccc(C(=O)O/N=C(\N)CS(=O)(=O)c2ccccc2)c1
→ -13	-9	2	-99	-14	-16	-7	21	0.0	-118	-103
#39 O=C(Nc1ccc(CN2CCCCC2)cc1)c1cccc(Br)c1
→ -29	-43	0	-142	-11	1	1	-8	0.7	-125	-17
#40 CCN(CC)C(=O)CSc1nnc(NC(=O)CCc2ccccc2)s1
→ -13	9	-2	34	2	11	-3	11	0.8	-3	8
#41 Cc1ccccc1OCCn1ccnc1
→ -6	-4	9	15	-13	-8	-6	10	0.7	13	-2
#42 O=S(=O)(c1ccccc1)N1CCN=C1SCc1ccccc1Cl
→ 5	19	5	8	-4	0	0	-1	-5.4	31	-57
#43 Cc1ccc(C)c(S(=O)(=O)Nc2ccc(S(=O)(=O)Nc3onc(C)c3C)cc2)c1
→ -21	5	.	22	-9	2	9	1	-0.4	6	-2
#44 CC(=O)NC(CCC(=O)O)C(=O)O (configuration not stated)
→ -3	3	.	-3	-23	4	-10	2	-0.3	6	-12
#45 Cc1nn(-c2ccccc2)c2c1C(c1ccc(F)cc1)C(C#N)=C(N)O2 (configuration not stated)
→ 1	10	0	10	4	1	7	7	0.0	14	-6
#46 O=C(Nc1cccnc1)c1cc(-c2cccnc2)nc2ccc(Br)cc12
→ 16	-13	-2	-22	-10	-7	5	-19	0.7	23	4
#47 CCN1CCCC1CNCc1cccc(OC)c1OCc1ccc(F)cc1 (configuration not stated)
→ -19	12	-3	3	-9	8	-1	4	0.5	17	-7
#48 O=C(Cn1cc(S(=O)(=O)Cc2ccccc2)c2ccccc21)Nc1ccccc1
→ -6	1	-5	7	18	-8	3	-31	0.7	-80	6
#49 CCn1cc(C(=O)NCCN(C)C)c(=O)c2cc(F)c(N3CCN(C)CC3)cc21
→ -1	-2	1	14	-3	-5	-12	-24	-0.1	8	0
#50 COc1cc(CC(=O)OCC(=O)N2C(C)CCCC2C)cc(OC)c1OC (configuration not stated)
→ -8	.	2	11	6	-5	-25	16	-0.2	20	2
#51 CC(C)(Oc1ccc(Cl)cc1)C(=O)Nc1cccc(S(=O)(=O)NC2=NCCC2)c1
→ -13	-3	-4	14	-16	-3	7	7	-0.9	17	16
#52 Cc1cccn2c(=O)c(/C=C(\C#N)C(N)=O)c(N3CCN(Cc4ccc5c(c4)OCO5)CC3)nc12
→ 24	1	3	21	-6	10	-4	17	-1.5	23	7
#53 COc1ccc(NC(=O)CN(C)C(=O)c2ccc(N3CCCCCC3)c([N+](=O)[O-])c2)cc1
→ 14	-6	1	-24	18	-6	9	-21	-0.2	-1	0
#54 CC(NC(=O)/C(C#N)=C/c1ccco1)c1ccccc1 (configuration not stated)
→ 1	-5	-1	-2	-4	-4	-4	3	-0.7	1	-28

Only part of the results is shown. The share of hits here may be higher or lower than overall.
